Yeast superoxide = reduction of superoxide in aged yeast, primary screen, HTS. S. cerevisiae aged cells, superoxide DHE fluorescence; hits give low values. superoxide response (% of plate mean), % at 10 µM. 330,000 compounds, 0.18% hits;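 active means superoxide response under a set limit, about three screen SD below normal, cut at about 65% in these data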;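 further: yeast aged for seven days with compound at 30 °C before DHE staining; 100% = average MFI of all compound-treated wells on the plate with controls excluded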
LAP4-GFP MLPCN = modulators of LAP4-GFP expression in yeast, primary screen, S. cerevisiae, multiplex flow cytometry, MLPCN library | 320,000 compounds, 0.34% hits | 3 h; median GFP as percent of DMSO wells | GFP response vs DMSO, % at 10 µM;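 active means GFP response vs DMSO above a set limit, about the screen mean plus 3 SD, cut at about 150% in these data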
procasp3 activ = activators of human procaspase-3 D3A mutant, primary screen, biochemical, absorbance, PC-3 D3A mutant, single concentration. Caspase-3 (Homo sapiens), P42574. recombinant procaspase-3 D3A, Ac-DEVD-pNA absorbance 405 nm. activation, % at 8.5 µM. 330,000 compounds, 0.11% hits. AID 463141, 2010;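 active means activation above the mean of all tested compounds plus 3 SD, cut at about 21% in these data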;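 further: 0% = DMSO alone and 100% = DMSO wells spiked with extra 5 µM PC-3 D3A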
Target sequence (P42574 whole entry D9A/D28A/D175A): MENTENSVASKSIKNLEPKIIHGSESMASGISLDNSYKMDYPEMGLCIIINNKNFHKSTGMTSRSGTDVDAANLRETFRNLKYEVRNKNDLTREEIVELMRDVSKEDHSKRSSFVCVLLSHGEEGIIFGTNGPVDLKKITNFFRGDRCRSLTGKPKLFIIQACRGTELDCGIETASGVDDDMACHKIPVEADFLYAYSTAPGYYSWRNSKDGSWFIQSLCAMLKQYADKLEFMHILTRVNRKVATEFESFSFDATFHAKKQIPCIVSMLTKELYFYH
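Technique: 405 nm absorbance of p-nitroaniline, reads at 0 and 120 min; Test system: Procaspase-3 D3A mutant; Incubation: 1 h enzyme-compound preincubation, then 2 h substrate reaction, 25 °C; Repeats: singlicate, each compound tested once; Benchmarks: low control DMSO wells, high control DMSO plus 5 µM PC-3 D3A.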
AHR activator = AHR activators, primary screen, cell-based, luminescence, luciferase reporter, human; Aryl hydrocarbon receptor (Homo sapiens), P35869; AHR-responsive luciferase reporter cells; activation, % at 5 µM; 320,000 compounds, 2.5% hits; AID 2796, 2010; in the data active means activation above about 47%;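 further: 0% = vehicle wells and 100% = reference agonist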
RPL19A-GFP yeast = RPL19A-GFP expression modulators in yeast, primary screen, cell-based, S. cerevisiae, multiplex flow cytometry, MLPCN. S. cerevisiae RPL19A-GFP strain, 3 h; hits give low values. percent response vs DMSO, % at 10 µM. 330,000 compounds, 0.3% hits;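 active means percent response vs DMSO below 50%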;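 further: median channel GFP fluorescence of the barcoded RPL19A-GFP strain; ratio of sample median GFP to plate DMSO average so 100% = DMSO; lower means less RPL19A-GFP as with rapamycin TOR inhibition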
MEP2-GFP yeast = modulators of MEP2-GFP levels in yeast, primary screen, S. cerevisiae, multiplex flow cytometry, MLPCN library | S. cerevisiae MEP2-GFP strain, 3 h; 100% = DMSO control level | GFP response vs DMSO, % at 10 µM | 330,000 compounds, 0.51% hits;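 active means GFP response versus DMSO above a set limit, roughly screen mean plus 3 SD, cut at about 180% in these data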;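 further: median GFP fluorescence of the barcode-gated MEP2-GFP cells per well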
proCasp7 act = procaspase-7 activators, primary screen, counter-screen for procaspase-3 activator project, biochemical, absorbance, HTS, human | 330,000 compounds, 0.093% hits | activation, % at 8.5 µM | recombinant procaspase-7, Ac-DEVD-pNA absorbance 405 nm; D23A/D198A/D206A triple mutant, cannot self-cleave; scale: DMSO 0, 5 µM enzyme 100 | Caspase-7 (Homo sapiens), P55210 | AID 463210, 2010;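 active means percent activation above the screen-wide mean plus 3 SD, cut at about 25% in these data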
Target sequence (P55210 whole entry D23A/D198A/D206A): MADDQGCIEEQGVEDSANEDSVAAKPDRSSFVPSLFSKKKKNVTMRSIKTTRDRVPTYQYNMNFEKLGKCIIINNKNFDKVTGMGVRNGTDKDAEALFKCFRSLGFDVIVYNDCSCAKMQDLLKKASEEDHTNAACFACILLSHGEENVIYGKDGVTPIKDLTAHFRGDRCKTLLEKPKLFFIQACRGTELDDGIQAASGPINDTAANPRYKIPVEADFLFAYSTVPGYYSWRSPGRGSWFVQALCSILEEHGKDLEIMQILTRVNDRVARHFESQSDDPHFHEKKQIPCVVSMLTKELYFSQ
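Assay system: Uncleavable procaspase-7 mutant enzyme | Input: 2 µM procaspase-7 mutant as dispensed | Timing: 1 h compound preincubation, 2 h substrate cleavage, 25 °C | Repeats: One well per compound | Control set: DMSO wells as 0%, DMSO with 5 µM added PC-7 as 100% | Technique: Epi-absorbance of released pNA at 405 nm, two timepoints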
JMJD2C inh = inhibitors of GASC-1 histone demethylase, primary screen, biochemical, fluorescence, DELFIA europium; inhibition, % at 2.35 µM; 330,000 compounds, 0.069% hits; GST-JMJD2C(1-420) H3K9me3 demethylation; Lysine-specific demethylase 4C (Homo sapiens), Q9H3R0;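 active means more than half of a compound's replicate wells show inhibition beyond 50%, single wells judged on their own value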;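 further: signal counts dimethyl H3K9 product captured on neutravidin plate; 0% = median of DMSO wells and 100% = 0.3 times that DMSO median; strong numbers were not always called active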
Target sequence (Q9H3R0 1-420 limits assumed): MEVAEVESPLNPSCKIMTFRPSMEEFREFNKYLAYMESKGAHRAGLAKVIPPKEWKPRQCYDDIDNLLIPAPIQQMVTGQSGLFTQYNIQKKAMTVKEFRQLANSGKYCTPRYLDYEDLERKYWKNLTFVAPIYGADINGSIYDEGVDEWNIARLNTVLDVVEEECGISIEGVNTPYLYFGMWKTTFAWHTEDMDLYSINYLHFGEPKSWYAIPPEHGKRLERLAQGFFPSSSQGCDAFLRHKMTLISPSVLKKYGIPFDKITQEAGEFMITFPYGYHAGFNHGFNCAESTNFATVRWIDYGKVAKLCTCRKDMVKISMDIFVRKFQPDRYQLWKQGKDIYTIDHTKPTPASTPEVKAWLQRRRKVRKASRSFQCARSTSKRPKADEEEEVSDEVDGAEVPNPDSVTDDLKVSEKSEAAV
Numbers without * were called inactive.

How did CC(=O)c1c(C)[nH]c(C(=O)CN2C(=O)NC(C)(c3ccc4c(c3)OCCO4)C2=O)c1C (stereo not given) do in these assays?
Yeast superoxide: 102; LAP4-GFP MLPCN: 98; procasp3 activ: -5; AHR activator: 0; RPL19A-GFP yeast: 102; MEP2-GFP yeast: 105; proCasp7 act: 11; JMJD2C inh: 4

What do the screens show for `Cc1nc2ccccc2n1S(=O)(=O)c1ccc(Br)cc1`?
Yeast superoxide: 98; LAP4-GFP MLPCN: 99; procasp3 activ: 6; AHR activator: 1; RPL19A-GFP yeast: 107; MEP2-GFP yeast: 106; proCasp7 act: 1; JMJD2C inh: -6

Results for Cc1cc(NS(=O)(=O)c2ccc(NC(=O)CCc3ccccc3)cc2)no1 ?
Yeast superoxide: 96; LAP4-GFP MLPCN: 106; procasp3 activ: -5; AHR activator: 0; RPL19A-GFP yeast: 108; MEP2-GFP yeast: 107; proCasp7 act: 3; JMJD2C inh: 44

What do the screens show for `CCN(CC)c1ccc(C(=O)NNC(=O)c2cccn2C)cc1`?
Yeast superoxide: 92; LAP4-GFP MLPCN: 106; procasp3 activ: 7; AHR activator: 32; RPL19A-GFP yeast: 104; MEP2-GFP yeast: 110; proCasp7 act: -8; JMJD2C inh: -13

Results for O=C(OCC(=O)c1ccc[nH]1)c1ccc(F)c(S(=O)(=O)N2CCOCC2)c1 ?
Yeast superoxide: 92; LAP4-GFP MLPCN: 101; procasp3 activ: -2; AHR activator: 0; RPL19A-GFP yeast: 106; MEP2-GFP yeast: 108; proCasp7 act: 3; JMJD2C inh: 2

What do the screens show for `CC(C)(CNC(=O)c1ccc(NS(=O)(=O)c2ccc(F)c(F)c2)cc1)N1CCOCC1`?
Yeast superoxide: 96; LAP4-GFP MLPCN: 93; procasp3 activ: -1; AHR activator: 1; RPL19A-GFP yeast: 88; MEP2-GFP yeast: 106; proCasp7 act: 4; JMJD2C inh: -16

How did CCOc1ccc(NC(=O)CN2CCN(CC(=O)Nc3ccccc3OC)CC2)cc1 do in these assays?
Yeast superoxide: 92; LAP4-GFP MLPCN: 100; procasp3 activ: 5; AHR activator: 0; RPL19A-GFP yeast: 101; MEP2-GFP yeast: 102; proCasp7 act: -2; JMJD2C inh: 1

Results for O=C(C(Cc1ccccc1)N1C(=O)c2ccccc2C1=O)N1CCc2ccccc21 (stereo not given) ?
Yeast superoxide: 107; LAP4-GFP MLPCN: 95; procasp3 activ: -3; AHR activator: 7; RPL19A-GFP yeast: 99; MEP2-GFP yeast: 104; proCasp7 act: 13; JMJD2C inh: 5

Results for CCn1c(SCc2ccccc2)nnc1-c1cccnc1 ?
Yeast superoxide: 89; LAP4-GFP MLPCN: 101; procasp3 activ: -5; AHR activator: 10; RPL19A-GFP yeast: 100; MEP2-GFP yeast: 96; proCasp7 act: 2; JMJD2C inh: 4

Results for Cc1ccc(N2CCN(CC3CC=CCC3)CC2)cc1 (stereo not given) ?
Yeast superoxide: 101; LAP4-GFP MLPCN: 103; procasp3 activ: 2; AHR activator: -3; RPL19A-GFP yeast: 105; MEP2-GFP yeast: 112; proCasp7 act: 3; JMJD2C inh: 11

How did C/C(=N\NC(=O)Cn1cnc2ccccc21)c1cccs1 do in these assays?
Yeast superoxide: 107; LAP4-GFP MLPCN: 98; procasp3 activ: 6; AHR activator: 9; RPL19A-GFP yeast: 103; MEP2-GFP yeast: 103; proCasp7 act: 6; JMJD2C inh: 0

What do the screens show for `c1cc2cc(-c3c(-c4ccc5c(c4)OCO5)noc3-c3ccsc3)ccc2[nH]1`?
Yeast superoxide: 107; LAP4-GFP MLPCN: 120; procasp3 activ: 0; AHR activator: 49*; RPL19A-GFP yeast: 92; MEP2-GFP yeast: 89; proCasp7 act: 9; JMJD2C inh: 28

Results for COc1cc(-n2c(=O)c3ccccc3n(Cc3cccc(C)c3)c2=O)cc(OC)c1OC ?
Yeast superoxide: 104; LAP4-GFP MLPCN: 92; procasp3 activ: 2; AHR activator: -1; RPL19A-GFP yeast: 104; MEP2-GFP yeast: 104; proCasp7 act: -2; JMJD2C inh: -1

Results for Cc1nc(Nc2ccc(Br)cc2Br)c([N+](=O)[O-])c(=O)[nH]1 ?
Yeast superoxide: 105; LAP4-GFP MLPCN: 92; procasp3 activ: -1; AHR activator: 0; RPL19A-GFP yeast: 93; MEP2-GFP yeast: 94; proCasp7 act: -5; JMJD2C inh: 0

Results for CCOc1ccc(NC(=O)c2ccccc2OC)cc1 ?
Yeast superoxide: 98; LAP4-GFP MLPCN: 96; procasp3 activ: -5; AHR activator: 41; RPL19A-GFP yeast: 95; MEP2-GFP yeast: 100; proCasp7 act: 11; JMJD2C inh: 0

How did CC1CN(C(=O)CN(C)S(=O)(=O)c2ccc3ccccc3c2)CC(C)O1 (stereo not given) do in these assays?
Yeast superoxide: 123; LAP4-GFP MLPCN: 96; procasp3 activ: 12; AHR activator: 6; RPL19A-GFP yeast: 106; MEP2-GFP yeast: 105; proCasp7 act: -3; JMJD2C inh: -22

How did CN1CCN(CC(C)(C)NS(=O)(=O)c2ccccc2)CC1 do in these assays?
Yeast superoxide: 108; LAP4-GFP MLPCN: 96; procasp3 activ: 7; AHR activator: 0; RPL19A-GFP yeast: 101; MEP2-GFP yeast: 109; proCasp7 act: -2; JMJD2C inh: 4

How did Cc1nc2cc(-c3cccs3)nn2c(NCC(C)(C)CN(C)C)c1C do in these assays?
Yeast superoxide: 96; LAP4-GFP MLPCN: 89; procasp3 activ: 7; AHR activator: 3; RPL19A-GFP yeast: 108; MEP2-GFP yeast: 102; proCasp7 act: 0; JMJD2C inh: -25

What do the screens show for `COCCCNC(=O)c1cccs1`?
Yeast superoxide: 93; LAP4-GFP MLPCN: 82; procasp3 activ: -1; AHR activator: 2; RPL19A-GFP yeast: 83; MEP2-GFP yeast: 83; proCasp7 act: 13; JMJD2C inh: -1

Results for Cc1cc(C(=O)NCC(=O)OCC(=O)N(C2CCCCC2)C2CCCCC2)ccc1[N+](=O)[O-] ?
Yeast superoxide: 95; procasp3 activ: 3; AHR activator: 4; proCasp7 act: -8; JMJD2C inh: 8

Brought forward from above: three entries, then new ones.
How did Cc1nc2cc(-c3cccs3)nn2c(NCC(C)(C)CN(C)C)c1C do in these assays?
Yeast superoxide: 96; LAP4-GFP MLPCN: 89; procasp3 activ: 7; AHR activator: 3; RPL19A-GFP yeast: 108; MEP2-GFP yeast: 102; proCasp7 act: 0; JMJD2C inh: -25

What do the screens show for `COCCCNC(=O)c1cccs1`?
Yeast superoxide: 93; LAP4-GFP MLPCN: 82; procasp3 activ: -1; AHR activator: 2; RPL19A-GFP yeast: 83; MEP2-GFP yeast: 83; proCasp7 act: 13; JMJD2C inh: -1

Results for Cc1cc(C(=O)NCC(=O)OCC(=O)N(C2CCCCC2)C2CCCCC2)ccc1[N+](=O)[O-] ?
Yeast superoxide: 95; procasp3 activ: 3; AHR activator: 4; proCasp7 act: -8; JMJD2C inh: 8

Results for O=C1/C(=C\c2ccc(O)c(O)c2)SC(=S)N1Cc1ccccc1 ?
Yeast superoxide: 106; LAP4-GFP MLPCN: 219*; RPL19A-GFP yeast: 97; MEP2-GFP yeast: 409*; JMJD2C inh: -3

How did CCOc1ccccc1N(CC(=O)NC1CCCCC1)C(=O)CCC(=O)Nc1nccs1 do in these assays?
Yeast superoxide: 110; LAP4-GFP MLPCN: 99; procasp3 activ: -4; AHR activator: 5; RPL19A-GFP yeast: 79; MEP2-GFP yeast: 118; proCasp7 act: 8; JMJD2C inh: 1

Results for Nc1nc(N)nc(-c2ccc(Cl)c(Cl)c2)n1 ?
Yeast superoxide: 78; LAP4-GFP MLPCN: 96; procasp3 activ: 5; AHR activator: -4; RPL19A-GFP yeast: 87; MEP2-GFP yeast: 88; proCasp7 act: 9; JMJD2C inh: -1

How did Cc1ccc(SCC(=O)NCc2cccnc2)cc1 do in these assays?
Yeast superoxide: 123; LAP4-GFP MLPCN: 102; procasp3 activ: 0; AHR activator: -1; RPL19A-GFP yeast: 99; MEP2-GFP yeast: 106; proCasp7 act: -5; JMJD2C inh: -1

How did CCC(C)c1ccccc1N1CC(C(=O)Nc2ccccc2N2CCCC2)CC1=O (stereo not given) do in these assays?
Yeast superoxide: 87; LAP4-GFP MLPCN: 90; procasp3 activ: -3; AHR activator: 10; RPL19A-GFP yeast: 97; MEP2-GFP yeast: 93; proCasp7 act: -6; JMJD2C inh: 12

Results for O=C(/C=C/c1ccccc1)NC(=S)NNC(=O)c1ccco1 ?
Yeast superoxide: 136; LAP4-GFP MLPCN: 126; procasp3 activ: 2; AHR activator: 4; RPL19A-GFP yeast: 93; MEP2-GFP yeast: 105; proCasp7 act: -9; JMJD2C inh: -4

What do the screens show for `O=C(COC(=O)c1c[nH]c2ccccc12)Nc1ccccc1`?
Yeast superoxide: 85; LAP4-GFP MLPCN: 105; procasp3 activ: 5; AHR activator: 15; RPL19A-GFP yeast: 99; MEP2-GFP yeast: 99; proCasp7 act: 4; JMJD2C inh: -2

How did NC(=O)c1ccsc1NC(=O)CSc1ccccc1F do in these assays?
Yeast superoxide: 91; LAP4-GFP MLPCN: 93; procasp3 activ: 1; AHR activator: 5; RPL19A-GFP yeast: 93; MEP2-GFP yeast: 98; proCasp7 act: 2; JMJD2C inh: 4

Results for Cc1nn(CC(=O)N(C)C2CCC(C)CC2)c(C)c1S(=O)(=O)N(C)C (stereo not given) ?
Yeast superoxide: 102; LAP4-GFP MLPCN: 97; procasp3 activ: 7; AHR activator: -1; RPL19A-GFP yeast: 102; MEP2-GFP yeast: 99; proCasp7 act: -3; JMJD2C inh: 5

What do the screens show for `Cc1nn(-c2ccc(NC(=O)c3ccncc3)cc2)c(C)c1Cl`?
Yeast superoxide: 99; LAP4-GFP MLPCN: 93; RPL19A-GFP yeast: 95; MEP2-GFP yeast: 98; JMJD2C inh: 12

How did COc1cc2nc(C3CC3)n(NC(=O)c3ccc(Cl)cc3)c(=O)c2cc1OC do in these assays?
Yeast superoxide: 101; LAP4-GFP MLPCN: 100; procasp3 activ: -4; AHR activator: 0; RPL19A-GFP yeast: 103; MEP2-GFP yeast: 104; proCasp7 act: -1; JMJD2C inh: 5

Screening data deposited in PubChem by several laboratories.
